Bioassay records: PubChem BioAssay, several laboratories
TWEAK Fn14 block: TWEAK-Fn14 signaling inhibition. AID 1159606. TWEAK-stimulated Fn14 reporter cells, luciferase luminescence, 8 h. inhibition, % at 10 µM. actives 2% (n = 360,000); in the data active = inhibition above about 50%
LRH-1 inv ag: NR5A2 inverse agonism in reporter assay; actives 0.13% (n = 360,000); inhibition, % at 3.6 µM; HEK293T StAR-luciferase reporter, LRH-1 transfected, 24 h; O00482;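 active = inhibition above the mean inhibition of all tested compounds plus 3 SD, cut at about 73% in these data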;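 note: 0% = DMSO wells and 100% = reporter-only cells lacking LRH-1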
Target sequence (O00482 whole entry, looked up): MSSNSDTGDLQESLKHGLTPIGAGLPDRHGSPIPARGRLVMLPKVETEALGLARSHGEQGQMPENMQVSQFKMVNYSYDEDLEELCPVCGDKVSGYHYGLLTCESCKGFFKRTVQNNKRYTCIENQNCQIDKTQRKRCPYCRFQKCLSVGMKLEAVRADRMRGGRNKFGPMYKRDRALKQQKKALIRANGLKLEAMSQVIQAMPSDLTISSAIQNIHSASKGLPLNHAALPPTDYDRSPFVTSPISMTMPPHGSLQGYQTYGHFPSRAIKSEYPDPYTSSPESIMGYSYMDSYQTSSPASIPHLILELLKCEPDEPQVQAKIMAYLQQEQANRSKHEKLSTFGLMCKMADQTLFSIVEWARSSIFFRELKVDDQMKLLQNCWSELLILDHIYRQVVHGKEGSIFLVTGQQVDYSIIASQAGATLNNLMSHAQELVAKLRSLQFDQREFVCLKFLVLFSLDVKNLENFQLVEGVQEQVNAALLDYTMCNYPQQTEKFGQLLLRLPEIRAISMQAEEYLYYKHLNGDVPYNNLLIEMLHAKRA
NCOA1 inh: inhibitors of human steroid receptor coactivator 1 (SRC1); Q15788; HEK293 GAL4-SRC1 luciferase reporter, luminescence; inhibition, % at 3.6 µM; actives 0.12% (n = 360,000); AID 588354;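 active = inhibition above the campaign mean plus 3 SD, with each screening campaign given its own cutoff, cut at about 60% in these data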;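 note: 0% = DMSO treated cells and 100% = gossypol at 36 µM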
LMP1 NFkB inh: reduces LMP1-driven NF-kappaB luciferase signal | LMP1-induced NF-kappaB luciferase reporter cells, luminescence | inhibition, % at 12.5 µM | actives 0.69% (n = 350,000) | AID 504558; in the data active = inhibition above about 41%;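 note: 0% = neutral control wells and 100% = reference inhibitor control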
TROY signal inh: inhibitors of TROY-dependent NF-kB signaling | Q293 LMP1-TROYcd NF-kB luciferase reporter, 4 h | inhibition, % at 10 µM | actives 0.98% (n = 360,000) | AID 1347056;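 active = compounds whose plate-normalised and pattern-corrected inhibition of the luciferase reporter signal at the single screening dose is 50% or more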
NCOA3 inh: human NCOA3 inhibition; HEK293 GAL4-SRC3 luciferase reporter, luminescence; Q9Y6Q9; inhibition, % at 3.6 µM; actives 0.17% (n = 360,000);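 active = inhibition above a per-campaign cutoff, the mean of all compounds plus 3 SD, cut at about 60% in these data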;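 note: 0% = DMSO-treated cells and 100% = gossypol-treated cells at 36 µM; higher means less SRC3-driven luciferase light from the GAL4 reporter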
CF NFkB block: blocks PAF-induced NF-kB reporter in cystic fibrosis cells; KKLEB NF-kB-GFP reporter, GFP fluorescence overnight; inhibition, % at 5 µM; actives 0.86% (n = 360,000);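 active = at least 50% inhibition at 5 µM, scaled per plate between neutral and stimulator controls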;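 note: PAF is a Pseudomonas aeruginosa culture filtrate used as stimulus; plate controls were PAF-stimulated DMSO wells for no effect and unstimulated DMSO wells for full effect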
KKLEB tox: CF airway cell cytotoxicity counter-screen; actives 0.36% (n = 360,000); KKLEB CF airway cells viability, ATPlite luminescence, overnight; stronger effect = lower value; cells stimulated with P. aeruginosa culture filtrate; activity change (cytotoxicity), % at 5 µM;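 active = corrected activity change at or below -50% at 5 µM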
SRC2 inh: inhibits human steroid receptor coactivator 2; Q15596; AID 651957; HEK293 GAL4-SRC2 luciferase reporter, luminescence; inhibition, % at 9 µM; actives 0.17% (n = 370,000);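 active = inhibition above the mean inhibition of all tested compounds plus 3 SD, set per campaign, cut at about 52% in these data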;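 note: 0% = DMSO treated cells and 100% = cells given Gossypol at 36 µM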
TRAIL sens C8: sensitizes caspase-8 expressing cells to TRAIL | NB7+C8 cells + TRAIL, ATPlite viability luminescence | inhibition (viability loss, TRAIL sensitization), % at 10 µM | actives 1% (n = 360,000);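 active = compounds causing at least 50% loss of cell viability in the single-dose screen, relative to plate controls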
NR2F2 inh: inhibitors of human COUP-TFII (NR2F2); HEK293T NGFI-A luciferase reporter, luminescence; inhibition, % at 8.6 µM; actives 0.7% (n = 370,000); AID 686940;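 active = inhibition above a per-plate cutoff, mean inhibition of test wells between control levels plus 3 SD, cut at about 38% in these data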;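 note: cells cotransfected with COUP-TFII expression vector driving the NGFI-A reporter; 0% = median of COUP-TF2 test wells and 100% = reporter-only cells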
Target sequence (P24468 whole entry, looked up): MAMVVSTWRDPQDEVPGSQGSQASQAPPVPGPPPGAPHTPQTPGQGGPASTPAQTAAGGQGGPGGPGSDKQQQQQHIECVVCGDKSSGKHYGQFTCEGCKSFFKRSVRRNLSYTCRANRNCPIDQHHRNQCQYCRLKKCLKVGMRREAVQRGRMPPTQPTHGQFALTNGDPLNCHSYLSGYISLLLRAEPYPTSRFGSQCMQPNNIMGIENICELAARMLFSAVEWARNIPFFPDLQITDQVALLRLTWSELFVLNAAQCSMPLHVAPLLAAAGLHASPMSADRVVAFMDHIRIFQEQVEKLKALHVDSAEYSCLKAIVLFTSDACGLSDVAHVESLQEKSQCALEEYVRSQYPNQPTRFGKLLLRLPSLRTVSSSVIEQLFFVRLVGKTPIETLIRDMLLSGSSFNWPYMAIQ
* marks the source's active call; other numbers are inactive results. This is a subset (hit frequency here may not be typical).

What do the screens show for `Fc1cccc(F)c1CN1CCN(Cc2c(F)cccc2F)CC1`?
TWEAK Fn14 block: 93*; LRH-1 inv ag: 6; NCOA1 inh: 9; LMP1 NFkB inh: 0; TROY signal inh: -16; NCOA3 inh: 28; CF NFkB block: -5; KKLEB tox: 4; SRC2 inh: -11; TRAIL sens C8: 1; NR2F2 inh: 13

How did O=c1c2ccc(Cl)cc2[nH]c(=S)n1-c1cccnc1 do in these assays?
TWEAK Fn14 block: 1; LRH-1 inv ag: 8; NCOA1 inh: -22; LMP1 NFkB inh: 2; TROY signal inh: -15; NCOA3 inh: 9; CF NFkB block: 11; KKLEB tox: -1; SRC2 inh: -6; TRAIL sens C8: 1; NR2F2 inh: -1

Results for C[C@]12CCC3C(CC[C@H]4C[C@@H](O)CC[C@]34C)[C@H]1C=CC2=O (stereo partly specified) ?
TWEAK Fn14 block: 9; LRH-1 inv ag: 13; NCOA1 inh: -12; LMP1 NFkB inh: -1; TROY signal inh: -1; NCOA3 inh: -1; CF NFkB block: 36; KKLEB tox: -18; SRC2 inh: 8; TRAIL sens C8: -6; NR2F2 inh: 1

What do the screens show for `CCOC(=O)C1(CCc2ccccc2)CCN(Cc2cccc3cnccc23)CC1`?
TWEAK Fn14 block: 2; LRH-1 inv ag: 4; NCOA1 inh: 5; LMP1 NFkB inh: 4; TROY signal inh: -2; NCOA3 inh: 1; CF NFkB block: 14; KKLEB tox: -10; SRC2 inh: 34; TRAIL sens C8: 6; NR2F2 inh: 17

What do the screens show for `C=CCOC(=O)COc1cc(C)cc2oc(=O)c3c(c12)CCC3`?
TWEAK Fn14 block: -49; LRH-1 inv ag: 29; NCOA1 inh: 5; LMP1 NFkB inh: 8; TROY signal inh: 4; NCOA3 inh: 10; CF NFkB block: -12; KKLEB tox: -2; SRC2 inh: -12; TRAIL sens C8: -8; NR2F2 inh: -11

Results for O=C(c1ccc(N2CCCCC2)c([N+](=O)[O-])c1)N1CCC2(CC1)OCCO2 ?
TWEAK Fn14 block: -8; LRH-1 inv ag: 24; NCOA1 inh: -2; LMP1 NFkB inh: 7; TROY signal inh: -3; NCOA3 inh: 23; CF NFkB block: -3; KKLEB tox: 3; SRC2 inh: -2; TRAIL sens C8: 1; NR2F2 inh: 6

Results for C=COCCn1c(C)c(C(=O)OCC)c2cc(O)ccc21 ?
TWEAK Fn14 block: -1; LRH-1 inv ag: -6; NCOA1 inh: 15; LMP1 NFkB inh: -3; TROY signal inh: 16; NCOA3 inh: 1; CF NFkB block: -15; KKLEB tox: 1; SRC2 inh: -4; TRAIL sens C8: 3; NR2F2 inh: 5

How did Cc1oc(-c2ccccc2F)nc1CS(=O)CC(=O)N1CCC2(CC1)OCCO2 (stereo unspecified) do in these assays?
TWEAK Fn14 block: -5; LRH-1 inv ag: 0; NCOA1 inh: -40; LMP1 NFkB inh: 1; TROY signal inh: 3; NCOA3 inh: -2; CF NFkB block: 20; KKLEB tox: 9; SRC2 inh: -8; TRAIL sens C8: -13; NR2F2 inh: 0

How did O=C1NC(=O)N(Cc2ccc(F)cc2)C(=O)/C1=C\c1ccc(N2CCCC2)cc1 do in these assays?
TWEAK Fn14 block: 9; LRH-1 inv ag: 28; NCOA1 inh: -5; LMP1 NFkB inh: -2; TROY signal inh: -13; NCOA3 inh: -10; CF NFkB block: 2; KKLEB tox: 1; SRC2 inh: 18; TRAIL sens C8: -1; NR2F2 inh: -2

Results for COc1ccc(C(c2nnnn2C(C)(C)C)N2CCC3(CC2)C(=O)NCN3c2ccccc2)cc1 (stereo unspecified) ?
TWEAK Fn14 block: 5; LRH-1 inv ag: 8; NCOA1 inh: 13; TROY signal inh: 10; NCOA3 inh: 4; CF NFkB block: 2; KKLEB tox: 6; SRC2 inh: -19; TRAIL sens C8: 12; NR2F2 inh: -15

What do the screens show for `ON1C2CCCCC2N(O)C1c1ccccc1F` (stereo unspecified)?
TWEAK Fn14 block: -14; LRH-1 inv ag: 22; NCOA1 inh: 2; LMP1 NFkB inh: 6; TROY signal inh: -6; NCOA3 inh: -3; CF NFkB block: 2; KKLEB tox: 5; SRC2 inh: -5; TRAIL sens C8: -17; NR2F2 inh: -7

Results for COC(=O)C1=C(c2cc3ccccc3o2)C[C@@H]2CC[C@H]1N2C(=O)NC1CCCCC1 ?
TWEAK Fn14 block: 12; LRH-1 inv ag: 5; NCOA1 inh: 3; LMP1 NFkB inh: 9; TROY signal inh: 14; NCOA3 inh: -10; CF NFkB block: 21; KKLEB tox: 4; SRC2 inh: 24; TRAIL sens C8: -5; NR2F2 inh: 25

What do the screens show for `CN(C)C(Cc1ccccc1)C(=O)c1c[nH]c2ccccc12` (stereo unspecified)?
TWEAK Fn14 block: -20; LRH-1 inv ag: -23; NCOA1 inh: -26; LMP1 NFkB inh: -14; TROY signal inh: -55; NCOA3 inh: -36; CF NFkB block: 4; KKLEB tox: -2; SRC2 inh: -1; TRAIL sens C8: 13; NR2F2 inh: 6

Results for C1CC2OC2CC1C1CO1 (stereo unspecified) ?
TWEAK Fn14 block: 4; LRH-1 inv ag: -20; NCOA1 inh: -7; LMP1 NFkB inh: -2; TROY signal inh: 10; NCOA3 inh: 3; CF NFkB block: -12; KKLEB tox: 3; SRC2 inh: 7; TRAIL sens C8: 14; NR2F2 inh: -11

How did C=CCn1c(O)c(C=NCCCOc2ccc(CC)cc2)c(=O)[nH]c1=S do in these assays?
TWEAK Fn14 block: 17; LRH-1 inv ag: 8; NCOA1 inh: -2; LMP1 NFkB inh: 7; TROY signal inh: 7; NCOA3 inh: -3; CF NFkB block: 10; KKLEB tox: -10; SRC2 inh: 2; TRAIL sens C8: 9; NR2F2 inh: 3

Results for O=c1c2ccccc2[se]n1-c1ccccc1 ?
TWEAK Fn14 block: 0; LRH-1 inv ag: -1; NCOA1 inh: -2; LMP1 NFkB inh: -5; TROY signal inh: -40; NCOA3 inh: 4; CF NFkB block: 7; KKLEB tox: -11; SRC2 inh: -13; TRAIL sens C8: -9; NR2F2 inh: 2

How did CCOC(=O)c1c(-n2c(C)cc(/C=C3/C(=O)NC(=O)N(CC)C3=O)c2C)sc2c1CCCC2 do in these assays?
TWEAK Fn14 block: 0; LRH-1 inv ag: -1; NCOA1 inh: -22; LMP1 NFkB inh: -3; TROY signal inh: 15; NCOA3 inh: 21; CF NFkB block: 9; KKLEB tox: -3; SRC2 inh: 2; TRAIL sens C8: -9; NR2F2 inh: 0

What do the screens show for `Cc1cccc(CCNCc2cc3cc(C)cc(C)c3[nH]c2=O)c1`?
TWEAK Fn14 block: -8; LRH-1 inv ag: 9; NCOA1 inh: -9; LMP1 NFkB inh: 6; TROY signal inh: 3; NCOA3 inh: -6; CF NFkB block: -1; KKLEB tox: 4; SRC2 inh: 0; TRAIL sens C8: -16; NR2F2 inh: 0

How did CN1C[C@H](CO)C[C@@H]2c3cccc4[nH]cc(c34)C[C@H]21 do in these assays?
TWEAK Fn14 block: -1; LRH-1 inv ag: -4; NCOA1 inh: -56; LMP1 NFkB inh: 3; TROY signal inh: -14; NCOA3 inh: 1; CF NFkB block: 8; KKLEB tox: -5; SRC2 inh: -5; TRAIL sens C8: -15; NR2F2 inh: 6

Results for CN(C)P(=S)(Nc1ccccc1)C(Cl)(Cl)Cl (stereo unspecified) ?
TWEAK Fn14 block: 5; LRH-1 inv ag: -11; NCOA1 inh: -24; LMP1 NFkB inh: 6; TROY signal inh: 2; NCOA3 inh: 6; CF NFkB block: -7; KKLEB tox: -3; SRC2 inh: 8; TRAIL sens C8: -3; NR2F2 inh: 5

What do the screens show for `CC(C(=O)c1ccccc1)N1C(=O)c2ccccc2C1=O` (stereo unspecified)?
TWEAK Fn14 block: 4; LRH-1 inv ag: 1; NCOA1 inh: -2; LMP1 NFkB inh: 2; TROY signal inh: -34; NCOA3 inh: 10; CF NFkB block: -15; KKLEB tox: 6; SRC2 inh: -7; TRAIL sens C8: 9; NR2F2 inh: -6

Results for Cc1cc(C)c2c(c1)-c1cc(C)nn1C(c1cccnc1)N2 (stereo unspecified) ?
TWEAK Fn14 block: -9; LRH-1 inv ag: -4; NCOA1 inh: -16; LMP1 NFkB inh: 0; TROY signal inh: 1; NCOA3 inh: 11; CF NFkB block: -2; KKLEB tox: -6; SRC2 inh: 3; TRAIL sens C8: -7; NR2F2 inh: -5

What do the screens show for `CCOc1ccc(N2C(=O)NC(=O)/C(=C\c3ccc(N4CCCCC4)o3)C2=O)cc1`?
TWEAK Fn14 block: -3; LRH-1 inv ag: -12; NCOA1 inh: -12; LMP1 NFkB inh: -19; TROY signal inh: 6; NCOA3 inh: 17; CF NFkB block: -1; KKLEB tox: -2; SRC2 inh: -26; TRAIL sens C8: 12; NR2F2 inh: -11

How did COC(=O)C1=C(c2ccc(F)cc2F)C[C@@H]2CC[C@H]1N2C(=O)NCC1CC1 do in these assays?
TWEAK Fn14 block: 1; LRH-1 inv ag: 20; NCOA1 inh: 3; LMP1 NFkB inh: 0; TROY signal inh: 1; NCOA3 inh: -7; CF NFkB block: -2; KKLEB tox: 16; TRAIL sens C8: -17

How did O=C(Nc1cccc2ccccc12)N1CCC2(CC1)OCCO2 do in these assays?
TWEAK Fn14 block: 31; LRH-1 inv ag: 3; NCOA1 inh: -20; LMP1 NFkB inh: -6; TROY signal inh: 38; NCOA3 inh: -2; CF NFkB block: -10; KKLEB tox: 26; SRC2 inh: -26; TRAIL sens C8: -8; NR2F2 inh: -18

Results for O=C(C1CCN(S(=O)(=O)c2ccccc2)CC1)N1CCC2(CC1)OCCO2 ?
TWEAK Fn14 block: 5; LRH-1 inv ag: 11; NCOA1 inh: 2; LMP1 NFkB inh: -1; TROY signal inh: 0; NCOA3 inh: 14; CF NFkB block: -13; KKLEB tox: 3; SRC2 inh: -25; TRAIL sens C8: 2; NR2F2 inh: 2

What do the screens show for `CS(=O)(=O)c1ccc(C2=C(CNC(=O)c3nccs3)[C@H]3CC[C@@H](C2)N3Cc2ccccc2)cc1`?
TWEAK Fn14 block: -7; LRH-1 inv ag: 3; NCOA1 inh: -18; LMP1 NFkB inh: 2; TROY signal inh: 3; NCOA3 inh: 1; CF NFkB block: -4; KKLEB tox: -1; SRC2 inh: 13; TRAIL sens C8: -10; NR2F2 inh: 2

What do the screens show for `COc1cc(Br)c(CNCCc2ccc3c(c2)OCO3)cc1OC`?
TWEAK Fn14 block: -11; LRH-1 inv ag: 18; NCOA1 inh: -10; LMP1 NFkB inh: 2; TROY signal inh: 21; NCOA3 inh: -6; CF NFkB block: 17; KKLEB tox: -4; SRC2 inh: 4; TRAIL sens C8: 6; NR2F2 inh: -13

What do the screens show for `N#CC(C#N)=Cc1ccc(C=C(C#N)C#N)cc1`?
TWEAK Fn14 block: 22; LRH-1 inv ag: -10; NCOA1 inh: -14; LMP1 NFkB inh: -27; TROY signal inh: 5; NCOA3 inh: -14; CF NFkB block: -13; KKLEB tox: 3; SRC2 inh: -4; TRAIL sens C8: -1; NR2F2 inh: -7

Results for O[C@H]1[C@H](O)[C@@H](O)CN2CC[C@H](O)[C@H]12 ?
TWEAK Fn14 block: -2; LRH-1 inv ag: 5; NCOA1 inh: -18; LMP1 NFkB inh: 5; TROY signal inh: 3; NCOA3 inh: 6; CF NFkB block: 4; KKLEB tox: 9; SRC2 inh: -18; TRAIL sens C8: -11; NR2F2 inh: 15
